CYP2C9 act: CYP2C9 (human) activation; recombinant CYP2C9, luciferin-H conversion, luminescence; active compounds read high; factor 1 = untreated enzyme, 0 = blocked; activation factor at 5 µM; actives 1.4% (n = 96,000);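 active = activation factor of 2 or more for CYP2C9 at a 5 µM dose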;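 note: 0 = sulfaphenazole-blocked wells and 1 = vehicle-only wells; values of inactives mirror those of a sister screen read the other way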
Target sequence (P11712 whole entry, looked up): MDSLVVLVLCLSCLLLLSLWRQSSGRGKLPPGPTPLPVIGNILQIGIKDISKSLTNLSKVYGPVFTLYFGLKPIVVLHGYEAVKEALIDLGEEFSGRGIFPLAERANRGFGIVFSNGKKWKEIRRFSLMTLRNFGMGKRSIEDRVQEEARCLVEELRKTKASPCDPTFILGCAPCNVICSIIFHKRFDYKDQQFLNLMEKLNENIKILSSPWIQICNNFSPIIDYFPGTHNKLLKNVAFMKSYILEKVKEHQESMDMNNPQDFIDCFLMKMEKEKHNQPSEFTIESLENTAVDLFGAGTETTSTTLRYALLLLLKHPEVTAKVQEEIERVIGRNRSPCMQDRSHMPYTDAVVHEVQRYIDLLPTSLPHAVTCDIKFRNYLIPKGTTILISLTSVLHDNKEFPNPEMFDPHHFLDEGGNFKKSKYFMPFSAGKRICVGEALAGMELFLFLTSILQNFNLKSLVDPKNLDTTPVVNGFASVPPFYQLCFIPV
PLK1 kinase inh: inhibitors of human PLK1 kinase; inhibition, % at 10 µM; AID 619; P53350; recombinant PLK1 kinase, TR-FRET peptide phosphorylation; actives 0.53% (n = 97,000);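 active = inhibition of 50% or more in the single-concentration screen; inactive = inhibition below 50%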;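 note: 0% = DMSO max control and 100% = H-89 dihydrochloride min control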
Target sequence (P53350 whole entry, looked up): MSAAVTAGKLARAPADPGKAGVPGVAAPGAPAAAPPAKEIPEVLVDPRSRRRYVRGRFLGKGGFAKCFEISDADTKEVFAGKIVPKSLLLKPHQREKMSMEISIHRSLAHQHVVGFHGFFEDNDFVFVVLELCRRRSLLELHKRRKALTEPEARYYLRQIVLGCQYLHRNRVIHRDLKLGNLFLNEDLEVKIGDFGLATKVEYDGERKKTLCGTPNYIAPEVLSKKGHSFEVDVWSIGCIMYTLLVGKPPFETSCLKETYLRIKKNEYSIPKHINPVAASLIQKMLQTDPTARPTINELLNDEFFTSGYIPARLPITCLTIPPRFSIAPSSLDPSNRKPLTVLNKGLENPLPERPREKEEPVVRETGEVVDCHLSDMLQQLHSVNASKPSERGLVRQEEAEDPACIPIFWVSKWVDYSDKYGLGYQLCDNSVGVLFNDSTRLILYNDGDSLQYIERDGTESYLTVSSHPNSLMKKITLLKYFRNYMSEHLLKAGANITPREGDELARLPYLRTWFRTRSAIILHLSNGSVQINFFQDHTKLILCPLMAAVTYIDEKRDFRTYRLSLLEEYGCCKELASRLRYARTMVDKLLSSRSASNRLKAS
PLAP activator: human PLAP activation | P05187 | activation fold at 20 µM | AID 696 | purified PLAP enzyme, luminescent substrate read-out; active compounds read high | actives 1.2% (n = 96,000); in the data active = activation fold above about 2
CYP2C9 inhib: blocks human cytochrome P450 2C9 | P11712 | CYP2C9 Supersomes, luciferin-H conversion, luminescence | inhibition, % at 5 µM | actives 20% (n = 96,000);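 active = blocking of liver enzyme CYP2C9 beyond about 50% at 5 µM, limit read from the data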; note: values of inactives mirror those of a sister screen read the other way
EphB4 ephrin blk: blocks human EphB4 binding to ephrin-B2 | P54760 | actives 0.15% (n = 97,000) | inhibition, % at 7 µM | AID 720 | EphB4 LBD / TNYL-RAW-Alexa532 peptide, fluorescence polarization;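 active = inhibition above the screen-wide mean inhibition plus 3 SD, cut at about 15% in these data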;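 note: 0% = DMSO wells and 100% = excess unlabeled TNYL-RAW peptide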
CYP2C19 inhib: blocks human cytochrome P450 2C19; AID 778; P33261; actives 21% (n = 96,000); inhibition, % at 5 µM; CYP2C19 Supersomes, luciferin-H EGE luminescence, 30 min;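 active = CYP2C19 inhibition above a set limit at 5 µM in the primary screen, cut at about 50% in these data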;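 note: plate controls were negative control wells for no effect and 2.5 mM tranylcypromine positive control for full effect; values of inactives mirror those of a sister screen read the other way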
Plk1 PBD FP: inhibitors of human Plk1 polo box domain binding | P53350 | Plk1 PBD phosphopeptide binding, fluorescence polarization | inhibition, %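 (tested at about 20 µM)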 | actives 0.13% (n = 97,000); in the data active = inhibition above about 34%, passing the limit was not always enough
CYP2C19 act: activators of human cytochrome P450 2C19; 96,000 tested, under 10 active; P33261; recombinant CYP2C19, luciferin-H EGE luminescence; active compounds read high; 0 = fully inhibited enzyme, 1 = untreated enzyme; AID 1025; activation factor at 5 µM;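 active = activation factor of at least 2 at 5 µM in the primary screen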;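 note: 0 = wells with 2.5 mM tranylcypromine and 1 = vehicle-only wells; values of inactives mirror those of a sister screen read the other way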
Rev-RRE block: disrupts HIV-1 Rev binding to RRE RNA. actives 0.79% (n = 97,000). AID 704. Rev peptide-RRE RNA binding, FRET. inhibition, % at 8 µM;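 active = inhibition above the screen-wide mean plus 3 SD, cut at about 35% in these data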;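 note: 0% = median DMSO wells and 100% = median Neomycin B control wells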
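System: Cy5-labelled duplex RRE RNA binding fluorescein-labelled HIV Rev peptide; Signal: fluorescein-to-Cy5 FRET, 480 nm excitation; Also added: labelled Rev peptide; Compound: one concentration, 8 µM nominal; Buffer or medium: HEPES pH 7.5 salt buffer with EDTA; Read-out: % inhibition of FRET ratio versus controls; Schedule: 5 min preincubation and 15 min binding, 25 °C.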
The depositor's hits bear a star. No enrichment for hits; about 29% have a hit in one of these screens.

For O=C(CN(Cc1cccs1)C(=O)CSc1nnc(COc2ccccc2)o1)NC1CCCC1 the results were CYP2C9 act 0.9, PLK1 kinase inh 0, PLAP activator 1, CYP2C9 inhib 14, EphB4 ephrin blk 20*, CYP2C19 inhib 2, Plk1 PBD FP 2, CYP2C19 act 1 and Rev-RRE block 9.
Screening CC(C)=CC(=O)NCCc1ccccc1 returned CYP2C9 act 1, PLK1 kinase inh -5, PLAP activator 1, CYP2C9 inhib 3, EphB4 ephrin blk -11, CYP2C19 inhib 32, Plk1 PBD FP 51*, CYP2C19 act 0.7 and Rev-RRE block 3.
NC(=O)c1c(N)sc2c1CCCCC2 was read as CYP2C9 act 0.5, PLK1 kinase inh 9, PLAP activator 1.6, CYP2C9 inhib 48, EphB4 ephrin blk 5, CYP2C19 inhib 20, Plk1 PBD FP -25, CYP2C19 act 0.8 and Rev-RRE block 4.
For CN(C(=O)c1cc2n(n1)C(C(F)(F)F)CC(c1ccco1)N2)c1ccccc1 (stereo unspecified) the results were CYP2C9 act 0.9, PLK1 kinase inh -16, PLAP activator 1.6, CYP2C9 inhib 14, EphB4 ephrin blk -4, CYP2C19 inhib 31, Plk1 PBD FP -10, CYP2C19 act 0.7 and Rev-RRE block -2.
COc1ccc(-c2nc(-c3ccccc3)nc(N3CCN(C)CC3)c2C#N)cc1 was read as CYP2C9 act 0.8, PLK1 kinase inh -9, PLAP activator 1.2, CYP2C9 inhib 23, EphB4 ephrin blk 0, CYP2C19 inhib 5, Plk1 PBD FP 8, CYP2C19 act 0.9 and Rev-RRE block 7.
For CCOc1ccc(NC(=O)c2cccs2)c([N+](=O)[O-])c1 the results were CYP2C9 act 1, PLK1 kinase inh -13, PLAP activator 0.8, CYP2C9 inhib 3, EphB4 ephrin blk -1, CYP2C19 inhib 2, Plk1 PBD FP 11, CYP2C19 act 1 and Rev-RRE block 5.
For CCOC(=O)CNC(=O)CSc1nnc(Cn2cnc3ccccc32)n1C the results were CYP2C9 act 1, PLK1 kinase inh -13, PLAP activator 1.1, CYP2C9 inhib -3, EphB4 ephrin blk -9, CYP2C19 inhib -10, Plk1 PBD FP -28, CYP2C19 act 1.1 and Rev-RRE block 4.
`C/C(=C\c1ccco1)C1C(C#N)=C(N)Oc2n[nH]c(-c3ccccc3)c21` (stereo unspecified) gave CYP2C9 act 0.5, PLK1 kinase inh -8, PLAP activator 1.1, CYP2C9 inhib 48, EphB4 ephrin blk 1, CYP2C19 inhib 14, Plk1 PBD FP -24, CYP2C19 act 0.9 and Rev-RRE block 14.
Cc1nc(OCc2ccccc2)c2ccccc2n1 was read as CYP2C9 act 0.9, PLK1 kinase inh -8, PLAP activator 1.1, CYP2C9 inhib 10, EphB4 ephrin blk 0, CYP2C19 inhib 17, Plk1 PBD FP -13, CYP2C19 act 0.8 and Rev-RRE block 2.
For Cn1c(=O)[nH]c(=O)c2c1nc(N1CCc3ccccc3C1)n2CCSc1nc2ccccc2s1 the results were CYP2C9 act 0.8, PLK1 kinase inh -2, PLAP activator 1.1, CYP2C9 inhib 20, EphB4 ephrin blk 8, CYP2C19 inhib -5, Plk1 PBD FP -18, CYP2C19 act 1.1 and Rev-RRE block 6.
CC(C)OCCCNC(=O)c1cccs1 was read as CYP2C9 act 0.9, PLK1 kinase inh 3, PLAP activator 0.8, CYP2C9 inhib 8, EphB4 ephrin blk -3, CYP2C19 inhib 46, Plk1 PBD FP -17, CYP2C19 act 0.5 and Rev-RRE block 6.
For CCOc1ccc(OCC)c(NC(=O)CN2CCN(c3cc(C)ccc3C)CC2)c1 the results were CYP2C9 act 0.9, PLK1 kinase inh -9, PLAP activator 1.1, CYP2C9 inhib 6, EphB4 ephrin blk 3, CYP2C19 inhib 16, Plk1 PBD FP 11, CYP2C19 act 0.8 and Rev-RRE block 2.
COCCn1c(CCC(=O)O)nc2c1c(=O)[nH]c(=O)n2CC(C)C was read as CYP2C9 act 1.6, PLK1 kinase inh -2, PLAP activator 1, CYP2C9 inhib -60, EphB4 ephrin blk 4, CYP2C19 inhib -5, Plk1 PBD FP -7, CYP2C19 act 1.1 and Rev-RRE block 4.
For Cc1ccc(C(=O)SC2=NCCS2)cc1 the results were PLK1 kinase inh -12, EphB4 ephrin blk 2, Plk1 PBD FP 9 and Rev-RRE block 2.
`O=C(c1ccco1)N1CCN(CCOCCOc2cccc3ccccc23)CC1` gave CYP2C9 act 0.4, PLK1 kinase inh -14, PLAP activator 1.5, CYP2C9 inhib 57*, EphB4 ephrin blk -1, CYP2C19 inhib 68*, Plk1 PBD FP 11, CYP2C19 act 0.3 and Rev-RRE block 4.
CCCCN(C(=O)Nc1ccc(OCC)cc1)C1CCN(C(C)=O)CC1 was read as CYP2C9 act 0.9, PLK1 kinase inh -15, PLAP activator 1.1, CYP2C9 inhib 11, EphB4 ephrin blk 3, CYP2C19 inhib 16, Plk1 PBD FP 13, CYP2C19 act 0.8 and Rev-RRE block 4.
Screening CCCc1nn(-c2cc(Cl)ccc2OC)c2c1C(=O)CC(C)(C)C2 returned CYP2C9 act 0.3, PLK1 kinase inh -4, PLAP activator 1.5, CYP2C9 inhib 66*, EphB4 ephrin blk 0, CYP2C19 inhib 63*, Plk1 PBD FP -37, CYP2C19 act 0.4 and Rev-RRE block 9.
Screening COc1ccc(S(=O)(=O)N(CCCN2CCOCC2)Cc2ccc(OC)c(OC)c2)cc1 returned CYP2C9 act 0.8, PLK1 kinase inh -1, PLAP activator 1.8, CYP2C9 inhib 17, EphB4 ephrin blk -2, CYP2C19 inhib 89*, Plk1 PBD FP 9, CYP2C19 act 0.1 and Rev-RRE block 3.
`CCCC1(c2ccccc2)NC(=O)N(CC(=O)Nc2sc(-c3ccccc3)cc2C(=O)OCC)C1=O` (stereo unspecified) gave CYP2C9 act 0.4, PLK1 kinase inh -41, PLAP activator 1, CYP2C9 inhib 60*, EphB4 ephrin blk -3, CYP2C19 inhib 5, Plk1 PBD FP -17, CYP2C19 act 0.9 and Rev-RRE block 10.
For CCCc1cc(=O)[nH]c(SCC(=O)N(CC)C2CCS(=O)(=O)C2)n1 (stereo unspecified) the results were CYP2C9 act 0.8, PLK1 kinase inh -5, PLAP activator 1.1, CYP2C9 inhib 23, EphB4 ephrin blk -2, CYP2C19 inhib 4, Plk1 PBD FP 1, CYP2C19 act 1 and Rev-RRE block 5.
Screening N#Cc1nc(-c2ccco2)oc1NCCc1ccccc1 returned CYP2C9 act 0.2, PLK1 kinase inh 2, PLAP activator 0.7, CYP2C9 inhib 75*, EphB4 ephrin blk 0, CYP2C19 inhib 96*, Plk1 PBD FP 20, CYP2C19 act 0 and Rev-RRE block 1.
Screening CCOC(=O)CN(C(=O)c1ccccc1)c1ccccc1C returned CYP2C9 act 0.7, PLK1 kinase inh 5, PLAP activator 1, CYP2C9 inhib 30, EphB4 ephrin blk 7, CYP2C19 inhib 19, Plk1 PBD FP -30, CYP2C19 act 0.8 and Rev-RRE block 5.
Cc1cc(=O)[nH]c(SCC(=O)NCc2ccco2)n1 was read as PLK1 kinase inh -10, EphB4 ephrin blk 5, Plk1 PBD FP 6 and Rev-RRE block 6.
`COc1ccc(CNc2cc(C)nc3ncnn23)c(OC)c1` gave CYP2C9 act 0.8, PLK1 kinase inh 4, PLAP activator 0.8, CYP2C9 inhib 23, EphB4 ephrin blk 0, CYP2C19 inhib 7, Plk1 PBD FP -8, CYP2C19 act 0.9 and Rev-RRE block 6.

Overlap with the part before: two entries, then new ones.
Cc1cc(=O)[nH]c(SCC(=O)NCc2ccco2)n1 was read as PLK1 kinase inh -10, EphB4 ephrin blk 5, Plk1 PBD FP 6 and Rev-RRE block 6.
`COc1ccc(CNc2cc(C)nc3ncnn23)c(OC)c1` gave CYP2C9 act 0.8, PLK1 kinase inh 4, PLAP activator 0.8, CYP2C9 inhib 23, EphB4 ephrin blk 0, CYP2C19 inhib 7, Plk1 PBD FP -8, CYP2C19 act 0.9 and Rev-RRE block 6.
Screening Cc1ccc(C(=O)COC(=O)CCC(=O)NC2CCCCC2)cc1C returned CYP2C9 act 0.8, PLK1 kinase inh -4, PLAP activator 0.9, CYP2C9 inhib 19, EphB4 ephrin blk -7, CYP2C19 inhib 13, Plk1 PBD FP -20, CYP2C19 act 0.9 and Rev-RRE block 8.
Screening CC(=O)Nc1ccc(OC(=O)CC2SC(=O)NC2=O)cc1 (stereo unspecified) returned CYP2C9 act 1, PLK1 kinase inh -14, PLAP activator 1.1, CYP2C9 inhib -2, EphB4 ephrin blk 4, CYP2C19 inhib -9, Plk1 PBD FP 4, CYP2C19 act 1.1 and Rev-RRE block 9.
Screening CCOc1ccc(-n2c(=O)c3c4c(sc3n(CC(=O)NCc3ccco3)c2=O)CCC4)cc1 returned CYP2C9 act 0.8, PLK1 kinase inh -16, PLAP activator 1.2, CYP2C9 inhib 18, EphB4 ephrin blk -2, CYP2C19 inhib 2, Plk1 PBD FP 20, CYP2C19 act 1 and Rev-RRE block 8.
Screening Cc1occc1-c1nnc(SCC(=O)N(C)C)o1 returned CYP2C9 act 0.9, PLK1 kinase inh -11, PLAP activator 0.9, CYP2C9 inhib 9, EphB4 ephrin blk 5, CYP2C19 inhib 8, Plk1 PBD FP -20, CYP2C19 act 0.9 and Rev-RRE block 4.
Screening Cc1[nH]c(=O)[nH]c(=O)c1CSc1nnc([C@@H](NC(=O)OC(C)(C)C)C(C)C)o1 returned CYP2C9 act 0.9, PLK1 kinase inh 18, PLAP activator 1.4, CYP2C9 inhib 7, EphB4 ephrin blk 9, CYP2C19 inhib 4, Plk1 PBD FP -6, CYP2C19 act 1 and Rev-RRE block 3.
`CCc1ccc2oc(=O)cc(CN3CCN(c4ccc(F)cc4)CC3)c2c1` gave CYP2C9 act 0.8, PLK1 kinase inh 10, PLAP activator 1.1, CYP2C9 inhib 17, EphB4 ephrin blk 6, CYP2C19 inhib 52*, Plk1 PBD FP -14, CYP2C19 act 0.5 and Rev-RRE block 3.
For O=S(=O)(c1ccccc1)N1CCN(c2nc3ccccc3s2)CC1 the results were CYP2C9 act 1.1, PLK1 kinase inh -12, PLAP activator 1, CYP2C9 inhib -8, EphB4 ephrin blk 0, CYP2C19 inhib 12, Plk1 PBD FP 22, CYP2C19 act 0.9 and Rev-RRE block 4.
`O=C(Cc1ccccc1)NCCCN1CCN(CCCNC(=O)Cc2ccccc2)CC1` gave CYP2C9 act 1.1, PLK1 kinase inh 0, PLAP activator 1.2, CYP2C9 inhib -11, EphB4 ephrin blk 2, CYP2C19 inhib -15, Plk1 PBD FP 6, CYP2C19 act 1.2 and Rev-RRE block -1.
Screening CCOC(=O)Cn1c(C)c(C#N)c2ccccc21 returned CYP2C9 act 0.5, PLK1 kinase inh -1, PLAP activator 1.1, CYP2C9 inhib 50*, EphB4 ephrin blk -10, CYP2C19 inhib 57*, Plk1 PBD FP -19, CYP2C19 act 0.4 and Rev-RRE block 1.
Screening CCCOC(=O)CSc1nnc(-c2ccc(Cl)cc2Cl)o1 returned CYP2C9 act 1.5, PLK1 kinase inh -6, PLAP activator 0.9, CYP2C9 inhib -47, EphB4 ephrin blk 0, CYP2C19 inhib 18, Plk1 PBD FP -3, CYP2C19 act 0.8 and Rev-RRE block 10.
COc1cccc(-c2csc(NC(=O)C3CC3)n2)c1 was read as CYP2C9 act 0.8, PLK1 kinase inh -18, PLAP activator 0.7, CYP2C9 inhib 24, EphB4 ephrin blk 1, CYP2C19 inhib 13, Plk1 PBD FP -3, CYP2C19 act 0.9 and Rev-RRE block 4.
Screening CC1CCN(S(=O)(=O)c2ccc(Cl)cc2)CC1 returned CYP2C9 act 1, PLK1 kinase inh 4, PLAP activator 1, CYP2C9 inhib 2, EphB4 ephrin blk 4, CYP2C19 inhib 44, Plk1 PBD FP -9, CYP2C19 act 0.6 and Rev-RRE block 9.

From PubChem
